Pf growth 48h – inhibits P. falciparum growth in the first generation, 48 h; P. falciparum luciferase growth in erythrocytes, 48 h; Potency, µM (series often up to 28.7 µM), for the others: at the top dose activity change, negative = inhibition, hits mostly inhibitors; actives 5.9% (n = 310,000); further: potency means the concentration at half of the fitted maximal effect; on the % scale 0 is the no-effect control and ±100 the full control effect
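Growth was read as firefly luciferase luminescence after a 48 h, 37 C, 5% CO2 exposure of compounds to reporter-bearing P. falciparum cultures (0.1% parasitemia, 2% hematocrit final) in Albumax-supplemented RPMI 1640.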
Pf growth 96h – inhibits malaria parasite growth, 96 h; actives 6.9% (n = 320,000); Potency, µM (series often up to 28.7 µM), for inactives: at the top dose activity change, negative = inhibition, usual class: inhibitors; P. falciparum luciferase reporter growth, 96 h; AID 504834; further: potency means the concentration at half of the fitted maximal effect; on the % scale 0 is the no-effect control and ±100 the full control effect
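P. falciparum expressing integrated firefly luciferase grown in erythrocytes (2% hematocrit, 0.05% parasitemia final) with compounds for 96 hours at 37 C, 5% CO2. Growth inhibition read as loss of luminescence after adding luciferase detection reagent.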
CHX counter – counter-screen hit for Shiga toxin inhibitors, cycloheximide; cell reporter, cycloheximide protein synthesis inhibition counterscreen; max response, %; actives 12% (n = 300,000); in the data active means max response mostly above about 13%, no sharp cut-off; inactive means mostly below about 14%; further: read at 38.3 µM for the half of the compounds with a filed dose; 0% is about no effect
Shiga inhibitor – blocks Shiga toxin action in Vero cells; Vero cells, Shiga toxin protein synthesis inhibition reporter; AID 2315; actives 9.2% (n = 290,000); inhibition, % at 38.7 µM; in the data active means inhibition mostly above about 28%, no sharp cut-off; inactive means mostly below about 43%; further: 0% is about no effect
Giardia FBPA inh – Giardia lamblia aldolase inhibition; A8B2U2; purified Giardia FBPA; Potency, µM (titrated, usually from 59.6 µM), for inactives: top-dose activity, negative = inhibition, hits mostly inhibitors; actives 0.71% (n = 290,000); further: potency means the concentration at half of the fitted maximal effect; on the % scale 0 is the no-effect control and ±100 the full control effect; nearly all actives have a fitted effect of over 55% in size
Target sequence (A8B2U2 whole entry, looked up): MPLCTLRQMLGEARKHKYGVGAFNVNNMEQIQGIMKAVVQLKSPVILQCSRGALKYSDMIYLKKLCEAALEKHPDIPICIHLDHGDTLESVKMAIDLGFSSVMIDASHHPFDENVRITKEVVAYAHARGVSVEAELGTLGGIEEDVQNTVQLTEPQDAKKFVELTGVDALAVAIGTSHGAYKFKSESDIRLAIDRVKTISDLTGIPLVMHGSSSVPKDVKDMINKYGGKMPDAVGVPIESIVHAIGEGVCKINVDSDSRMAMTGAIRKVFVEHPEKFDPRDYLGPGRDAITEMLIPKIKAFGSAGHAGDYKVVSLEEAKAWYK
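Giardia FBPA (40 nM reagent) was preincubated 10 min at RT with compound (up to 57.5 uM final), then substrate plus GAPDH/TPI/NAD/arsenate coupling system with diaphorase/resazurin was added; resorufin fluorescence (525/598 nm) was read after 20 min.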
Sm TGR inh – blocks Schistosoma mansoni thioredoxin glutathione reductase; Q962Y6; purified TGR, DTNB reduction, TNB absorbance 405 nm; Potency, µM (titrated, usually from 114 µM), for inactives: at the top dose activity change, negative = inhibition, most hits filed as inhibitors; actives 3% (n = 360,000); further: potency means the concentration at half of the fitted maximal effect; on the % scale 0 is the no-effect control and ±100 the full control effect; nearly all actives have a fitted effect of over 60% in size
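Kinetic colorimetric format: TGR-catalysed, NADPH-driven DTNB reduction monitored via TNB absorbance. Enzyme dispensed at 20 nM; compound exposure 15 min at room temperature before reaction start.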
Active calls of the source: *; ? = inconclusive; . = not tested or not shown; & = joins results of further samples; ! = repeats disagree; [ ] = another dose, or the depositor's remark. Unless noted, the call rests on the fitted dose curve; in most records, active means well fitted curve in the direction sought with a large enough effect; inconclusive means small, poorly fitted or top-dose-only effect, or another doubt; inactive means no such curve, though single readings can be large; an effect the other way counts as inactive or inconclusive.

SMILES | Pf growth 48h | Pf growth 96h | CHX counter | Shiga inhibitor | Giardia FBPA inh | Sm TGR inh
COCCn1cnc2c1c(=O)n(CC(=O)O)c(=O)n2Cc1ccccc1 | -3% | ? | 4 | -7 | -14% | 8%
CN(C(=O)c1cc(-c2ccccc2)on1)C1CCCCC1 | 180%[activator] | -28% | 37* | 73* | 6% | -10%
CCCN(Cc1cc2ccc(C)cc2[nH]c1=O)C(=O)c1ccccn1 | -2% | ? | 1 | -11 | ? | -4%
CCC(c1nnnn1C1CCCCC1)N(Cc1ccco1)Cc1cc2ccc(OC)cc2[nH]c1=O (configuration not stated) | 7.4µM* | -7% | -6 | -6 | -7% | 6%
CCOc1cccc(C2C(C(=O)c3ccc(C)o3)=C(O)C(=O)N2Cc2ccncc2)c1 (configuration not stated) | 0% | ? | 3 | 8 | -18% | -26%
Cc1ccc(S(=O)(=O)N2CCN(C(=O)COC(=O)CCOc3ccc(C(C)(C)C)cc3)CC2)cc1 | -26% | 1% | . | . | . | -1%
COCc1ccccc1C1=CC(=O)C[C@H](c2ccc(OC)cc2)C1 | 33%[activator] | 8% | . | . | . | -11%
O=c1c2ccccc2nnn1CSc1nnc(-c2cccnc2)n1-c1ccccc1F | ? | 0% | -5 | -15 | -2% | -26%
CCOc1ccc(N2C(=O)Nc3ccc(Br)cc3C2(O)C(=O)NCCCN(C)C)cc1 (configuration not stated) | 2% | ? | 1 | -9 | 11% | 4%
O=C(/C=N/O)NCC1CCNCC1 | 0% | -7% | -1 | -6 | 9% | -28%
CCC1CO/C(=C(\C(Cl)=C(Cl)Cl)[N+](=O)[O-])N1Cc1ccc(Cl)nc1 (configuration not stated) | . | 5% | -3 | 15 | -22% | 0%
Cc1cc(N2C(=O)c3ccc(C(=O)Nc4ccccc4O)cc3C2=O)no1 | ? | -27% | -1 | -6 | -6% | -1%
CC(C)(C)c1ccc(/C=C2\CCn3c2nc2cc(C(=O)O)ccc2c3=O)cc1 | . | -14% | 1 | -7 | -23% | 0%
Cc1ccccc1OCC1CN(CN2CCOCC2)C(=O)O1 (configuration not stated) | 1% | ? | 10 | 19 | 1% | 1%
CCCCn1c(=O)c(CCC(=O)OCC(=O)Nc2cccc3ccccc23)nc2ccccc21 | 12% | 16% | -4 | -2 | -11% | -1%
O=C(COC(=O)c1ccccc1C(=O)N1CCN(c2ccccc2)CC1)NCc1ccccc1 | ? | -14% | 0 | 14 | 0% | .
O=C(NCc1nnc(SCC(=O)N2CCCC2)o1)c1c(F)cccc1Cl | -7% | 79%[activator] | -4 | -29 | 1% | -2%
CCCCn1c(SCC(=O)N2CCC(C)CC2)nc2ccsc2c1=O | 12µM* | -44% | 10 | -7 | 2% | -8%
COC(=O)/C=C1\NC(=O)C(C)S1 (configuration not stated) | 33%[activator] | 44%[activator] | -5 | 45 | 5% | 3%
Nn1c(COc2ccccc2)nnc1SC(F)F | 1% | . | 6 | -15 | -1% | 48%[activator]
O=C(NCc1nnc2c3ccccc3c(-c3ccccc3)nn12)c1ccc(Cl)cc1 | -19% | ? | -3 | -9 | -2% | 0%
CSc1nccc(-c2cc(Cl)sc2Cl)n1 | 10% | ? | -2 | -19 | -1% | 10%
Nc1nc(/C=C/c2cccnc2)nc(-c2ccccc2O)n1 | ? | ? | 14 | 18 | -1% | 8%
CCOc1ccc(NCc2cccn2-c2nnc(N3CCC(C(=O)NCCCN4CCCCC4CC)CC3)s2)cc1 (configuration not stated) | ? | ? | -1 | 12 | -1% | 0%
Cc1nc(N2CCN(C(=O)c3ccc(Cl)cc3)CC2)c(C#N)c2c1COC(C)(C)C2 | -16% | . | -3 | -9 | 1% | 8%
SMILES | Pf growth 48h | Pf growth 96h | CHX counter | Shiga inhibitor | Giardia FBPA inh | Sm TGR inh
CCC1CCCCN1C(=O)c1cc(COc2ccc(-n3cncn3)cc2)on1 (configuration not stated) | 25% | 1% | -4 | 12 | . | -13%
C(=N\NC1=NCCCCC1)/c1c[nH]c2ccccc12 | 157%[activator] | -29% | 21* | 32 | -15% | 2%
COc1ccc(Cl)cc1NC(=O)COC(=O)CCCC1=NS(=O)(=O)c2ccccc2N1 | 10% | ? | -2 | -5 | . | -2%
O=C(OCCCc1cc2ccccc2c(=O)o1)c1ccc2c(c1)OCO2 | 68%[activator] | 47%[activator] | . | . | . | 5%
Cc1ccc(NC(=O)CSc2nc(=O)n(CCN(C)C)c3c2CCCC3)cc1Cl | ? | ? | . | . | . | -9%
CCOC(=O)Cc1csc(NS(=O)(=O)c2cc(Cl)ccc2Cl)n1 | 32% | -18% | -1 | . | -27% | 8%
COc1ccc(C2(C)NC(=O)N(CC(=O)Nc3ccc(Br)cc3F)C2=O)cc1OC (configuration not stated) | ? | 3.7µM* | 1 | -6 | 2% | 8%
COc1cccc(-c2ccc(NC(=O)C3CCCN(Cc4cnc(N(C)C)s4)C3)cc2)c1 (configuration not stated) | ? | -28% | 30* | 5 | . | -1%
CN(CCOc1ccccc1)CC(O)COCc1ccccc1F (configuration not stated) | 11% | 6% | -4 | -8 | ? | 10%
CC(C)[C@H](NC(=O)N1c2ccccc2NC(=O)[C@@H]1C(C)C)C(=O)N[C@@H](C(=O)O)c1ccccc1 | ? | -17% | 2 | 12 | 9% | 7%
CCCN(CCC)S(=O)(=O)c1ccc(C(=O)N2CCN(C)CC2)cc1 | -17% | -12% | 1 | -11 | 0% | 7%
CCOC(=O)CCn1nnc(N)n1 | 4% | 10µM* | -3 | 4 | 4% | 1%
Cn1nc([N+](=O)[O-])c(C(C#N)c2ccccn2)c(Cl)c1=O (configuration not stated) | ? | -33% | 2 | 13 | ? | 4.5µM*
COc1ccc(NS(=O)(=O)c2cc(NC(=O)CNC(=O)c3cccc(OC)c3)ccc2C)cc1 | 3% | ? | -3 | -6 | -1% | -11%
Cc1ccc(S(=O)(=O)N2CCN(Cc3ccccc3C(F)(F)F)CC2)cc1 | 32%[activator] | ? | 2 | -3 | ? | 16%
COc1ccc(C2CCCN2CC(O)COc2ccccc2C(C)C)cc1 (configuration not stated) | 12µM* | 13µM* | -1 | -6 | 3% | 6%
Cn1cnnc1SCCC(=O)Nc1ccccc1 | 22% | 12% | 7 | -19 | 3% | -21%
CC(Sc1nnc(Cc2ccc3c(c2)OCO3)o1)C(N)=O (configuration not stated) | 4% | 10% | -2 | 1 | 2% | .
O[C@@H]1CO[C@H]2C1OC[C@@H]2O (some centres not stated) | . | . | -6 | -4 | 2% | .
O=C(Cn1c(=O)[nH]c2sc3c(c2c1=O)CCCC3)NCC1CCCO1 (configuration not stated) | 23% | 19% | -2 | 14 | 0% | -15%
Cc1cc(=O)cc(C)[nH]1 | 22% | 11% | -2 | 0 | 3% | -3%
CC(=O)Nc1nc(NCc2ccccc2Cl)n(-c2ccccc2)n1 | -1%[0.00184 µM] | 15% | -4 | -9 | 8% | -20%
COc1ccc(CCC(C)NC2C3CC4CC(C3)CC2C4)cc1 (configuration not stated) | ? | ? | -2 | -12 | 0% | -27%
c1ccc(CC[C@@H]2CC[C@@H](CCc3ccccc3)N2)cc1 | ? | ? | . | . | . | -17%
COC(=O)c1csc(C(=O)c2c[nH]c3ccccc23)n1 | . | . | 23*! | 42*! | -3%&-6% | .
SMILES | Pf growth 48h | Pf growth 96h | CHX counter | Shiga inhibitor | Giardia FBPA inh | Sm TGR inh
O=C(Nc1cc(Cl)ccc1-n1cncn1)c1cccc(S(=O)(=O)N2CCOCC2)c1 | ? | ? | . | . | . | -5%
COC(=O)c1c(NS(=O)(=O)c2ccc3ccccc3c2)sc2c1CCCC2 | . | -15% | -1 | -16 | 15% | 3%
O=c1cc(-c2ccccc2)c2ccccc2[nH]1 | 23% | 57%[activator] | -2 | -14 | -9% | 5%
O=C(ON=C1CCN(c2ccc([N+](=O)[O-])cc2)CC1)c1ccccc1 | 1% | 25% | -4 | 10 | -2% | 2%
COc1ccc(C(c2c(O)nc[nH]c2=O)c2c(O)nc[nH]c2=O)cc1 | 83%[activator] | 64%[activator] | -2 | 0 | 1% | ?
CC(=O)NCC(O)c1ccc([N+](=O)[O-])cc1 (configuration not stated) | ? | 11% | -3 | -9 | 6% | 6%
CC(NC(=O)c1ccc(N(C)C)c([N+](=O)[O-])c1)c1ccc(-n2ccnc2)cc1 (configuration not stated) | -11% | ? | -2 | -4 | . | -2%
OCCN1C2=NCCCN2c2ccccc21 | 0% | 7.4µM* | -5 | -13 | -25% | -1%
CN(C)CCCn1c2c(c(SCC(=O)Nc3nccs3)nc1=O)CCC2 | 5% | -6% | . | . | . | 0%
Cc1cccc2nc(-c3ccco3)oc(=O)c12 | ? | 7% | -3 | -4 | -7% | ?
O=C(O)CCCNC(=O)CCCn1nnc2ccccc2c1=O | 24% | 22% | -2 | 46 | 5% | -30%
CCN(CC)c1ccc(CN(C(=O)c2ccco2)C2CCS(=O)(=O)C2)cc1 (configuration not stated) | -29% | 5% | -2 | 2 | -2% | ?
Cc1ccc(C(=O)NCCOC23CC4CC(CC(C4)C2)C3)cc1 | 2.9µM* | 2.1µM* | 12 | 59 | 4% | 4%

From PubChem BioAssay
